Y pestis TopoI = Yersinia pestis topoisomerase I inhibitors, primary screen, biochemical, cleavage product accumulation, plate reader, single point; activity, % at 10 µM; actives 0.064% (n = 360,000); DNA topoisomerase I (Yersinia pestis CO92); Y. pestis Topo-I cleavage product accumulation; AID 504884, 2011; in the data active = activity above about 50%, passing the limit was not always enough; inconclusive = no clear call, values can overlap the other calls; note: inactives centre near 2
CCHFV vOTU inh = CCHFV vOTU protease inhibitors, primary screen, biochemical, Pep-AMC substrate, fluorescence. inhibition, % at 11.5 µM. AID 651958, 2012. Crimean-Congo hemorrhagic fever virus L polyprotein viral ovarian tumor (vOTU) protease …. actives 0.55% (n = 370,000); in the data active = inhibition above about 30%; note: 0% = vehicle wells with enzyme and 100% = no enzyme wells
BoNT A protease = BoNT/A light chain protease inhibitors, primary screen, biochemical, flow cytometry, MLPCN library; inhibition, % at 10 µM; Botulinum neurotoxin type A light chain protease (Clostridium botulinum A str. ATCC 3502); AID 588499, 2011; multiplex microsphere protease substrate cleavage; actives 0.17% (n = 360,000); note: plate controls were buffer without enzyme for full effect and enzyme alone for no effect
PrPC TRFRET = inhibitors of human cell surface prion protein PrPC, primary screen, cell-based, TR-FRET. Major prion protein (Homo sapiens), P04156. TR-FRET read-out. inhibition, % at 13.8 µM. actives 0.43% (n = 370,000). AID 720596, 2013; in the data active = inhibition above about 24%; note: 0% = median of the test wells and 100% = reference compound wells
FadD28 binding = inhibitors of FadD28 bisubstrate probe binding, primary screen, biochemical, fluorescence polarization, single point | Mycobacterium tuberculosis FadD28 fatty-acid-AMP ligase | inhibition, % at 12.5 µM | actives 0.22% (n = 360,000); in the data active = inhibition above about 8.5%, passing the limit was not always enough; inconclusive = no clear call, values can overlap the other calls
BoNT-F LC inh = BoNT/F light chain protease inhibitors, primary screen, biochemical, flow cytometry, MLPCN library; Botulinum neurotoxin type F light chain protease (Clostridium botulinum); Multiplex microsphere protease cleavage assay; inhibition, % at 10 µM; actives 0.22% (n = 360,000); in the data active = inhibition above about 35%, passing the limit was not always enough; inconclusive = no clear call, values can overlap the other calls; note: plate controls were buffer without enzyme for full effect and enzyme alone for no effect
PfHsp40 rescue = rescue of yeast from PfHsp40 toxicity, primary screen, S. cerevisiae, ATP luminescence; growth rescue, % at 12.5 µM; actives 0.68% (n = 340,000); S. cerevisiae expressing PfHsp40, growth rescue; in the data active = growth rescue above about 28%, passing the limit was not always enough; inconclusive = no clear call, values can overlap the other calls;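 note: yeast W303a lacking pdr1 and pdr3 grown in galactose medium; growth measured after three days at 30 °C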
Anthrax LF inh2 = Bacillus anthracis LF protease inhibitors, primary screen, biochemical, multiplex microsphere, MLPCN library. Lethal factor (Bacillus anthracis), P15917. multiplex microsphere protease cleavage assay. inhibition, % at 10 µM. actives 0.12% (n = 360,000). AID 588501, 2011; note: plate controls were buffer without enzyme for full effect and enzyme alone for no effect
Target sequence (P15917 whole entry, looked up): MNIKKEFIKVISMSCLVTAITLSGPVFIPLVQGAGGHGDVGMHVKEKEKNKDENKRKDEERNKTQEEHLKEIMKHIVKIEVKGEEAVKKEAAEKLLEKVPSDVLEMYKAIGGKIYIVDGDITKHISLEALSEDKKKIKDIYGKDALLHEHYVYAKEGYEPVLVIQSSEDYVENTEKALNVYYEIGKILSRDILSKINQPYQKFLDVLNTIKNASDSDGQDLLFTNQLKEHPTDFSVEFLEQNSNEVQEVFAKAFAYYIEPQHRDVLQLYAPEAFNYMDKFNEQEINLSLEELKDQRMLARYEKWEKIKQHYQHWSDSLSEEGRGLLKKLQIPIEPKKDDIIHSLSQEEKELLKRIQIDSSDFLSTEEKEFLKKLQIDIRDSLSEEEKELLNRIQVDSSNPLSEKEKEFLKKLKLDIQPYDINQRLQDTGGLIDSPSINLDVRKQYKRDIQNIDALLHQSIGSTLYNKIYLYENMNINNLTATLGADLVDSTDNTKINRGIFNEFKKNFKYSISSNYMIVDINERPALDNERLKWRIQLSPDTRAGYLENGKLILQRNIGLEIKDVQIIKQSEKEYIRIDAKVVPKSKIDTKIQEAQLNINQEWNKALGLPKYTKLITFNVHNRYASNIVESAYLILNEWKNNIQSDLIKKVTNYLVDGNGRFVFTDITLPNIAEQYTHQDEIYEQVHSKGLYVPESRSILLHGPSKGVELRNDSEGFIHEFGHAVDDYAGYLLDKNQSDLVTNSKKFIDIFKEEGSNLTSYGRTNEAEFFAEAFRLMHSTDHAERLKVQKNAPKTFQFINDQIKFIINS
TcdB GH inh = TcdB glycohydrolase inhibitors, primary screen, biochemical, single point, plate reader; TcdB glycohydrolase enzymatic assay; actives 0.24% (n = 350,000); AID 652162, 2013; inhibition, % at 9.99 µM; Toxin B (Clostridioides difficile), P18177; in the data active = inhibition above about 10%
Active calls of the source: *; u = inconclusive; x = no result given; & = joins results of further samples. Cut-off read from the data, not from the text of the source, unless noted: active = inhibition above about 30%; inconclusive = no clear call, values can overlap the other calls; inactive = below that.

SMILES | Y pestis TopoI | CCHFV vOTU inh | BoNT A protease | PrPC TRFRET | FadD28 binding | BoNT-F LC inh | PfHsp40 rescue | Anthrax LF inh2 | TcdB GH inh
O=C(CSc1nc2ccc(S(=O)(=O)N3CCOCC3)cc2[nH]1)N1CCOCC1 | -2 | 5 | 0.3 | 5 | 1.1 | 2 | -0.8 | -1 | x
CCOC(=O)CSc1nnc(CNc2ccc(Cl)cc2)n1Cc1ccccc1 | 35 | 0 | 0.3 | 3 | -12 | -2 | 17 | 3 | x
CC(OC(=O)c1ccc(Cl)cc1)C(=O)NCc1ccc2c(c1)OCO2 (stereo not given) | 6 | 11 | 2.8 | 2 | -1.9 | 2 | 0.9 | 5 | -0.3
O=C(Cn1nc(-c2ccccc2)ccc1=O)N1CCOCC1 | 10 | 6 | -1.3 | -2 | -1.7 | -6 | -0.9 | -15 | -12
O=C(O)c1ccc(COCC(F)(F)C(F)F)o1 | 0 | 6 | -0.1 | 0 | 0.5 | -27 | -1.9 | 0 | x
Cc1cc(C)c(C)c(C(=O)C(=O)c2ccccc2)c1 | 4 | 0 | 0.2 | -7 | -0.2 | 4 | -1.2 | -7 | 1.2
CN(C(=O)c1cccc(NC(=O)Cc2ccc(NC(=O)C3CCN(C(=O)C4CCC4)CC3)cc2)c1)C1CC1 | 15 | -1 | -0.2 | -5 | -4.3 | -2 | -0.9 | 0 | -0.2
CCOC(=O)C(=O)Nc1ccc(S(=O)(=O)Nc2nccs2)cc1 | -7 | 11 | 1.9 | 0 | -2.0 | 5 | -1.7 | -5 | 1.8
O=C(Nc1ccccc1)c1cccc(C(F)(F)F)c1 | -3 | 2 | 0.9 | 5 | 0.2 | 4 | -0.3 | 1 | x
Cc1ccccc1NS(=O)(=O)c1ccc(OCC(=O)N2CCN(C)CC2)cc1 | 2 | -7 | -2.2 | 1 | -1.7 | -9 | 2.4 | 6 | -0.5
CON(C)C(=O)c1ccccc1N(C)C(=O)OC(C)(C)C | 8 | 0 | 0.6 | -3 | u | 0 | 1.9 | 2 | x
O=C(O)c1ccccc1/C=N/NC(=O)C1CCCCC1 | 10 | 11 | -0.6 | 3 | -0.5 | 1 | -0.1 | -5 | 0.6
COc1ccc2cc(OCC(=O)NNC(=O)Nc3ccc(F)cc3)ccc2c1 | 26 | 2 | -1.6 | 6 | -2.0 | -3 | -2.0 | -3 | 4.0
COCC(C)n1c(C)cc(C(=O)COC(=O)c2nn(C)c(=O)c3ccccc23)c1C (stereo not given) | 9 | 6 | -0.3 | -3 | 1.9 | -6 | 0.3 | -1 | -0.2
CCCN1CCC(=O)N(CCSc2ccc(NC(C)=O)cc2)CC1 | 2 | 1 | -0.6 | -7 | -1.4 | -9 | 0.8 | 2 | -0.2
O=C1/C(=C/c2ccncc2)Oc2cc(OS(=O)(=O)c3ccccc3)ccc21 | 3 | -9 | -1.8 | -5 | -5.1 | u | -1.3 | 18 | 0.2
C=CCn1c(CC(=O)Nc2cccc(OC)c2)nnc1SCC(=O)NC1CCCCC1 | 0 | -10 | 5.5 | 3 | 0.6 | 6 | -0.4 | 2 | x
COCCCNC(=O)COc1cc(C)c(Cl)c(C)c1 | -3 | 1 | x | -1 | -3.6 | x | -1.3 | x | x
O=C1N[C@@H](Cc2ccccc2)COC(=O)[C@H](Cc2ccc(F)cc2)CC/C=C/C[C@H]1CC(=O)N(CCO)Cc1ccccc1 | 22 | 1 | -0.8 | 0 | -3.6 | -9 | -0.3 | -4 | -0.3
CC1=C(C(=O)N(C(C)C)C(C)C)CC(CC(=O)NCCN2CCOCC2)C(=O)N1CCC1=CCCCC1 (stereo not given) | x | 5 | -0.1 | -9 | -0.2 | -4 | x | -8 | 1.2
Cc1nnc(N/N=C/C(C)c2ccccc2)[nH]c1=O (stereo not given) | -4 | -7 | x | 0 | 0.0 | x | -0.5 | x | -1.2
CCOC(=O)CN(C(=O)c1snc(C(N)=O)c1N)C(C(=O)NCCC(C)C)c1ccc(C)cc1 (stereo not given) | 22 | 14 | -0.5 | -2 | -5.4 | -2 | x | -3 | 0.5
O=C(O)c1ccc(Cn2cnc3sc4c(c3c2=O)CCCC4)cc1 | -6 | 14 | -1.8 | 0 | -1.6 | -6 | -0.4 | -2 | -1.4
O=C(NCCOc1ccccc1)[C@@H]1CCCN1C(=O)c1cccs1 | 8 | -8 | -0.4 | -3 | -3.6 | -9 | -1.4 | -1 | 1.1
CN(C)c1ccc(NC(=O)COC(=O)c2cc(Cl)ccc2[N+](=O)[O-])cc1 | -4 | -4 | -0.3 | -7 | -2.2 | -12 | 0.1 | -2 | -0.8
O=C(NC1CCCC1)C(c1ccccn1)N(C(=O)c1csnn1)C1CC1 (stereo not given) | 9 | -3 | -2.0 | -4 | -0.9 | -7 | 2.4 | -2 | x
Cc1ccc(NC(=O)[C@H](Cc2ccccc2)NC(=O)CC[C@H]2O[C@@H](n3ccc(=O)[nH]c3=O)[C@H](O)[C@@H]2O)cc1C | x | -6 | -1.1 | -2 | -2.5 | -11 | x | 4 | -0.5
CCN1Cc2cc(OC)ccc2-c2ccccc2S1(=O)=O | -7 | 0 | -0.9 | 6 | -1.1 | -4 | 1.4 | 0 | 1.8
COc1ccc([N+](=O)[O-])cc1NC(=O)COC(=O)C12CC3CC(CC(O)(C3)C1)C2 | 6 | 3 | -1.6 | -14 | 0.9 | -18 | x | -13 | 1.0
COc1cc(C2=NOC(C(=O)Nc3ccc(C)cc3)C2)cc(OC)c1OC (stereo not given) | 6 | -3 | 2.1 | -5 | -2.2 | 1 | -0.7 | -2 | x

Full records from above. Values in the order: Y pestis TopoI | CCHFV vOTU inh | BoNT A protease | PrPC TRFRET | FadD28 binding | BoNT-F LC inh | PfHsp40 rescue | Anthrax LF inh2 | TcdB GH inh
`O=C(O)c1ccccc1/C=N/NC(=O)C1CCCCC1` as listed: 10 | 11 | -0.6 | 3 | -0.5 | 1 | -0.1 | -5 | 0.6
`CC(OC(=O)c1ccc(Cl)cc1)C(=O)NCc1ccc2c(c1)OCO2` (stereo not given) as listed: 6 | 11 | 2.8 | 2 | -1.9 | 2 | 0.9 | 5 | -0.3
`CCCN1CCC(=O)N(CCSc2ccc(NC(C)=O)cc2)CC1` as listed: 2 | 1 | -0.6 | -7 | -1.4 | -9 | 0.8 | 2 | -0.2
`CCOC(=O)CSc1nnc(CNc2ccc(Cl)cc2)n1Cc1ccccc1` as listed: 35 | 0 | 0.3 | 3 | -12 | -2 | 17 | 3 | x
`COc1cc(C2=NOC(C(=O)Nc3ccc(C)cc3)C2)cc(OC)c1OC` (stereo not given) as listed: 6 | -3 | 2.1 | -5 | -2.2 | 1 | -0.7 | -2 | x

Additional records follow.
SMILES | Y pestis TopoI | CCHFV vOTU inh | BoNT A protease | PrPC TRFRET | FadD28 binding | BoNT-F LC inh | PfHsp40 rescue | Anthrax LF inh2 | TcdB GH inh
COc1c(S(=O)(=O)N2CCCC2)ccc(Cl)c1Cl | -3 | 2 | -0.6 | -6 | -2.1 | -17 | -0.4 | -2 | x
COc1ccc(C(=O)OCCOc2ccccc2C(C)=O)c(O)c1 | -6 | -8 | 0.2 | -3 | -2.8 | 9 | -0.2 | -1 | -0.8
C[C@@H]1CN([C@@H](C)CO)C(=O)c2cc(Br)cnc2O[C@H]1CN(C)C(=O)C1CC1 | 0 | -5 | 0.4 | -4 | 3.3 | -2 | x | -4 | 2.1&-2.4
CCN(CC)CCNC(=O)c1ccc2c(=O)n(CCc3ccccc3)c(=O)[nH]c2c1 | -5 | -4 | -1.1 | -4 | -1.0 | 10 | 1.8 | -1 | x
COc1cccc(CNC(=O)C2CCC(=O)N(CCc3cccc(F)c3)C2)c1 (stereo not given) | 6 | -5 | -0.9 | -3 | -0.9 | -5 | -0.1 | 2 | 1.6
NC(c1ccccc1)c1cccs1 (stereo not given) | x | 10 | -0.7 | -3 | -1.9 | -15 | x | -8 | 0.1
N=c1n(Cc2ccccc2)c2ccccc2n1CC(O)COc1ccc(Cl)cc1Cl (stereo not given) | -14 | 25 | -1.1 | 2 | -20 | -7 | 0.3 | -5 | 0.7
CC(=O)c1ccc(NS(=O)(=O)c2c(C)cc(C)cc2C)cc1 | 11 | 1 | -0.7 | 12 | -2.5 | 1 | -1.4 | -4 | 1.6
COC(=O)c1c(S(=O)(=O)NCc2ccccc2)sc(C(=O)O)c1C | 3 | 15 | 0.3 | -5 | -0.1 | 13 | 1.3 | -2 | x
O=C(O)c1ccccc1C(=O)Nc1ccc(Br)c2cccnc12 | -9 | 6 | -0.8 | -2 | -1.7 | 0 | 1.8 | -2 | 1.1
Cn1cccc1-c1nc2ccc(NC(=O)c3ccccc3)cc2[nH]1 | -4 | 13 | 0.2 | 2 | 2.4 | -8 | 0.5 | -8 | x
COC(=O)c1cnn(-c2nc(OC)cc(OC)n2)c1C | 0 | -19 | -1.0 | 5 | -1.0 | -17 | -0.8 | -1 | -5.8
O=C(O)c1nccnc1C(=O)Nc1ccc(S(=O)(=O)N2CCOCC2)cc1 | -9 | -5 | -0.9 | -3 | 0.1 | -7 | 0.9 | -6 | 0.2
O=C(NCCCN1CCOCC1)c1ccc(S(=O)(=O)Nc2cccc(C(F)(F)F)c2)cc1 | -3 | -4 | -5.8 | -8 | 1.2 | -10 | -0.1 | 11 | 1.6
O=C(CSc1nnc2ccccn12)Nc1ccccc1C(=O)NC1CC1 | -4 | -9 | -0.3 | 4 | -1.5 | 3 | 0.2 | 6 | x
COc1ccccc1NC1=NCCS1 | 0 | -3 | -0.2 | -3 | 0.3 | -9 | 1.3 | -11 | x
Cc1ccc2oc(=O)cc(CN3CCCCC3)c2c1 | 0 | -7 | 1.4 | 3 | -0.6 | 3 | 1.1 | 12 | 0.9
CCC[C@@H](CN1CCC[C@H]1CN1C(N)=NC[C@H]1C(C)C)N1C[C@@H]([C@H](C)CC)N(CCCC2CCCC2)C1=N | 5 | 5 | -0.4 | -4 | -1.4 | -4 | 2.2 | -1 | 3.5
O=C(COC(=O)c1ccc(-n2cnnn2)cc1)Nc1cc(Cl)ccc1F | 1 | 1 | 3.8 | 0 | -0.4 | 3 | 0.4 | 1 | -3.4
CCOC(=O)c1nn(C)c2[nH]c(=O)n(C)c(=O)c12 | -1 | -8 | -1.7 | 2 | 0.3 | -24 | -1.4 | -5 | -2.9
COc1cccc(-c2nn(-c3ccccc3)cc2/C=C(/NC(=O)c2ccccc2)C(=O)O)c1 | 14 | 14 | -0.4 | 4 | -2.1 | 5 | 0.0 | -4 | -0.6
N#Cc1ccccc1S(=O)(=O)N1CCN(c2nc(-c3ccccc3)nc3ccccc23)CC1 | 1 | -2 | -0.3 | -3 | -4.0 | 3 | x | -10 | 0.0
CCC(C)NC(=O)NCc1ccccc1F (stereo not given) | 0 | -10 | -0.7 | -1 | -0.3 | 1 | -0.3 | 3 | 0.7
CCC(=O)NCCCc1nc2ccccc2n1Cc1ccccc1F | 1 | -7 | 0.2 | -5 | -1.1 | 2 | 1.0 | 0 | 0.3
COc1ccc(-c2cc(=O)oc3c(C)c(OC(C)C(=O)NCc4ccccn4)ccc23)cc1 (stereo not given) | 12 | -3 | -0.3 | -15 | 0.3 | -3 | -2.1 | -3 | 0.1
Cc1nn(Cc2ccc(F)cc2)c(Cl)c1/C=N/NC(=O)c1ccccc1 | 14 | 9 | -0.6 | 6 | -2.9 | -4 | 0.0 | 2 | 0.4

Random draw from the library; overall some 2.3% were active at least once.
